# Compound activity deposited in PubChem BioAssay by Johns Hopkins Ion Channel Center.
# KCNK9 block: KCNK9 potassium channel inhibitors, primary screen, HEK293 cells, thallium flux; Potassium channel subfamily K member 9 (Homo sapiens), Q9NPC2; FluxOR thallium flux fluorescence; hits give low values; B-score at 10 µM; hit rate 1.2% among 310,000; AID 488922, 2010;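 active = ratio B-score over 3 SD below the library mean, with starting fluorescence within 5 SD of its mean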;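 also: negative B-score means less thallium flux so channel inhibition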
# Target sequence (Q9NPC2 whole entry, looked up): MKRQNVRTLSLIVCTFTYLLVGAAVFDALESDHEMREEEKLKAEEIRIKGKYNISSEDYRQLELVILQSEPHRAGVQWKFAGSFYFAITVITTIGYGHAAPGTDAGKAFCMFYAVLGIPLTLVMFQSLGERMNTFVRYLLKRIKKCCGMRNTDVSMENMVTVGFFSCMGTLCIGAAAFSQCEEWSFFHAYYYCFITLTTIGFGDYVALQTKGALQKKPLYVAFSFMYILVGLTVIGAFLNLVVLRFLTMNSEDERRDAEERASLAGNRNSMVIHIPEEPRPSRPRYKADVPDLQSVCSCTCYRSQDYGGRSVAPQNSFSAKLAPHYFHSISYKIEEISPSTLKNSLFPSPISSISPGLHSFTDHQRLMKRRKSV
# hERG protect: hERG rescue from dofetilide block, primary screen, cell-based, CHO-hERG, FluxOR thallium flux, dofetilide IC70; dofetilide IC70 present; hit rate 0.51% among 310,000; activation (rescue from dofetilide block), less the hit threshold, % at 10 µM; Voltage-gated inwardly rectifying potassium channel KCNH2 (Homo sapiens), Q12809;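 active = activation above the mean of controls blocked by dofetilide plus 5 SD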;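 also: thallium influx through hERG after potassium depolarization seen as dye fluorescence rise; in these data hits start at about 4.7%; inactives centre near -7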
# KCNQ1 act: potentiators or activators of KCNQ1 channel, primary screen, cell-based, thallium flux, high-throughput | AID 2648, 2010 | hit rate 0.35% among 310,000 | CHO-K1 KCNQ1, thallium flux FluxOR fluorescence; hits give high values | Potassium voltage-gated channel subfamily KQT member 1 (Homo sapiens), P51787 | B-score at 10 µM;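 active = fluorescence ratio B-score, a plate-corrected score, at least three library SD, with initial intensity B-score within 5 SD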
# Target sequence (P51787 whole entry, looked up): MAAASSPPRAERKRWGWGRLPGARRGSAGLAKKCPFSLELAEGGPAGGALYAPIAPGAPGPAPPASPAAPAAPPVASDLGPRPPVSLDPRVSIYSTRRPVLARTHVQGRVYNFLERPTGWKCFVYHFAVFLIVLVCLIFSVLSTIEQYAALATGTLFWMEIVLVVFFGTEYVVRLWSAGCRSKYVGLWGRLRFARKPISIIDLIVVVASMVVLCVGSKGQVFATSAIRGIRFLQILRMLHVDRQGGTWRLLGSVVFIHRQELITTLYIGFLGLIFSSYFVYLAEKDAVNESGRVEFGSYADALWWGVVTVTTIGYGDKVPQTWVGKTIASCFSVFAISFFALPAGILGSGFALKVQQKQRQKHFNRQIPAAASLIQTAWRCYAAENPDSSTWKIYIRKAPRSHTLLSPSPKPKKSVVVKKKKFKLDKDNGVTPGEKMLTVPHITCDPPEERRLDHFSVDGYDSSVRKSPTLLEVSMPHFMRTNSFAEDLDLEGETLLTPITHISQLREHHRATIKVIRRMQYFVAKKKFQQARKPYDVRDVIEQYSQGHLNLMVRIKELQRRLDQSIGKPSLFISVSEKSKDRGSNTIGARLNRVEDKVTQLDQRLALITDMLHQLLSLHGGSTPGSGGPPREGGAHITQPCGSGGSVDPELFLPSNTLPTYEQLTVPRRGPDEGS
#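 Test system: CHO-K1 cells stably expressing KCNQ1 / Medium: assay buffer / Also added: depolarizing K+/Tl+ stimulus, K2SO4 and Tl2SO4 each 12.5 mM in 5x stock / Incubation: 90 min dye loading and 20 min compound exposure, both at room temperature / Signal: thallium influx via FluxOR fluorescence, kinetic imaging / Evaluation: B score of baseline-normalized fluorescence ratio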
# RGS4 pot: RGS4 potentiators or activators, primary screen, cell-based, HEK293 M3R inducible RGS4, calcium flux; carbachol calcium flux Fluo4; hits give low values; B-score at 10 µM; hit rate 0.92% among 310,000;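 active = B-score of the integrated calcium signal more than 4 SD below the library mean, with starting fluorescence not abnormally high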;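 also: negative B-score means reduced calcium response which marks RGS4 activation or potentiation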
#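 Assay system: Inducible-RGS4 HEK293 cells carrying M3 receptor | Schedule: Compound preincubation 20 min at room temperature before agonist | Signal: Kinetic calcium fluorescence imaging with Fluo4-AM dye, 2 µM | Read-out basis: B score from integrated fluorescence ratio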
# KCNK3 inh: human KCNK3 channel inhibitors, primary screen, CHO cells, FluxOR thallium flux, B-score. Potassium channel subfamily K member 3 (Homo sapiens), O14649. FluxOR fluorescence; hits give low values. B-score at 10 µM. hit rate 0.84% among 340,000. AID 602410, 2012;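 active = B-score under library mean minus 4 SD, starting fluorescence ratio at most library mean plus 5 SD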;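 also: more negative B-score means stronger inhibition of thallium flux through KCNK3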
# ANO1 activ: TMEM16A chloride channel activators or potentiators, primary screen, cell-based, HTS; Anoctamin-1 (Mus musculus), Q8BHY3; B-score at 10 µM; HEK293 TMEM16A/YFP-H148Q/I152L, iodide quench fluorescence; hits give low values; AID 623877, 2012; hit rate 0.3% among 340,000;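 active = fluorescence-ratio B-score plate-corrected deviation score at least 3 library SD below zero, with starting fluorescence score within 5 deviations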;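 also: channel opened by trigger with iodide after compound preincubation; score built on the fluorescence ratio of max minus min over baseline; more negative score means more quench and so TMEM16A activation or potentiation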
# KCNQ1 block: inhibitors of human KCNQ1 channel, primary screen, cell-based, thallium flux, high-throughput | Potassium voltage-gated channel subfamily KQT member 1 (Homo sapiens), P51787 | CHO-K1 KCNQ1, FluxOR thallium flux fluorescence; hits give high values | B-score at 10 µM | hit rate 1.3% among 310,000;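 active = compounds whose thallium flux B-score, printed positive for inhibition, exceeds three library SD while starting fluorescence stays within three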;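 also: channel opened by potassium depolarization with thallium stimulus after 20 min compound exposure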
# MrgX1 allo act: positive allosteric modulators of MrgX1, primary screen, HEK293 cells, Fluo-4 calcium flux | Mas-related G-protein coupled receptor member X1 (Homo sapiens), Q96LB2 | B-score at 10 µM | hit rate 0.63% among 310,000 | FDSS; hits give high values;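 active = plate-corrected calcium response at least 3 library SD above typical, normal starting fluorescence, not activating the receptor alone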;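 also: compound read alongside a low EC10 to EC30 dose of BAM8-22 agonist; peak minus trough fluorescence over baseline measured at the second addition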
# MrgX1 agonist: agonists of human MrgX1 receptor, primary screen, HEK293 cells, Fluo-4 calcium flux. Mas-related G-protein coupled receptor member X1 (Homo sapiens), Q96LB2. Fluo-4 calcium fluorescence, agonist mode; hits give high values. B-score at 10 µM. hit rate 0.44% among 310,000;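 active = calcium response B-score plate-corrected fluorescence ratio at least 3 library SD, with starting fluorescence B-score inside 5 SD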
#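 Test system: Stable human MrgX1 HEK293 cell line | Schedule: Overnight plating before 1 h dye loading | Read-out basis: Baseline-normalised fluorescence change ratio, B-scored | Detection: Kinetic calcium dye fluorescence, Fluo-4 NW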
# ANO1 block: TMEM16A chloride channel inhibitors, primary screen, cell-based, HTS | normalized B-score (activity score, 25-100; higher = stronger inhibition) at 10 µM | hit rate 1.2% among 310,000 | AID 588511, 2011 | HEK293 TMEM16A/YFP iodide influx fluorescence, ionomycin;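 active = ratio plate-corrected score three or more library SD toward inhibition, starting fluorescence score within five deviations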;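 also: score derived from kinetic fluorescence span divided by baseline fluorescence per well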
# RGS4 inh: RGS4 inhibitors, primary screen, cell-based, HEK293 M3R inducible RGS4, calcium flux; Regulator of G-protein signaling 4 (Homo sapiens), P49798; Fluo-4 calcium flux; hits give high values; triggered by carbachol at its EC20; B-score at 10 µM; hit rate 0.45% among 310,000; AID 463165, 2010;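 active = B-score, a plate-corrected calcium signal, over three deviations above library mean, with baseline fluorescence within five deviations of library mean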;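 also: RGS4 expression induced by doxycycline in cells with stable M3 receptor; B-score is computed from the integrated fluorescence ratio over baseline after carbachol; higher B-score means a larger calcium signal and so more RGS4 inhibition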
# Active calls of the source: *; i = inactive; · = no result given.
SMILES,KCNK9 block,hERG protect,KCNQ1 act,RGS4 pot,KCNK3 inh,ANO1 activ,KCNQ1 block,MrgX1 allo act,MrgX1 agonist,ANO1 block,RGS4 inh
CCC(C)NC(=O)CSc1nc2ccccc2c(=O)n1-c1c(C)n(C)n(-c2ccccc2)c1=O (centres undefined),i,-13,i,i,i,i,i,i,i,i,i
O=C(O)c1ccc2c(c1)ncn2C1CCCC1,i,-15,i,i,i,i,i,i,i,i,i
COc1ccc(O[C@H]2C=C[C@@H](c3ccccc3)O[C@@H]2COC(=O)CC/C(C)=N/OC[C@@H](O)[C@H]2O[C@@H]3OC(C)(C)O[C@@H]3[C@H]2O)cc1,i,-9,i,i,·,·,i,i,i,i,i
CC1CCc2c(sc3nc(SCC(=O)O)n(-c4ccccc4)c(=O)c23)C1 (centres undefined),i,-3,i,i,i,i,i,i,i,i,i
CCOC(=O)c1nn(-c2cccc(C)c2)c2nc(-c3ccccc3)c(C#N)c(=O)n12,i,-3,i,i,i,i,i,i,i,i,i
COCCN(C(=O)/C=C/c1ccccc1)c1nnc(-c2cccnc2)s1,i,-8,i,i,i,i,i,i,i,i,i
O=C(COc1ccc([N+](=O)[O-])cc1)Nc1ccc(C(=O)Nc2ccccc2C(=O)O)cc1,i,-3,i,i,i,i,i,i,i,i,i
Cn1nc(-c2ccc(Cl)cc2)c2cc(C(=O)N3CCCC3)sc21,i,-4,i,i,i,i,i,i,i,i,i
O=S(=O)(NC1CCCCC1)c1cccc2nsnc12,i,-1,i,i,i,i,i,i,i,i,i
Cc1ccc2nc(-c3ccc(NC(=O)CSc4ccccc4)cc3)[nH]c2c1,i,-11,i,i,i,i,i,i,i,i,i
Cn1c(SCC(N)=O)nnc1-c1cnccn1,i,-13,i,i,i,i,i,i,i,i,i
CCOCCCNC(=S)N1CCC(NC(=O)c2ccco2)CC1,i,-12,i,i,i,i,i,i,i,i,i
Cc1ccc(N=Cc2nc(-c3ccco3)oc2O)cc1,i,-4,i,i,i,i,i,i,i,i,i
C[C@@H]1CC(=O)[C@H]2CC(CO)=CCC[C@@H]2[C@@]1(C)CC/C(=C/CO)CO,·,·,·,·,i,i,·,i,i,i,·
CN(CCC1CCOCC1)C(=O)c1cc(COc2c(F)cccc2F)on1,i,-5,i,i,i,i,i,i,i,i,i
CCOC(=O)Cn1c(=NC(=O)CSC(C)=O)sc2cc(F)ccc21,-8.6*,-13,i,i,i,i,i,i,i,i,i
O=C(O)c1ccc(CSc2nc3ccccc3c(=O)n2-c2ccccc2)cc1,i,-4,i,i,i,i,i,i,i,i,i
CCN(C(=O)/C=C/c1ccc(OC)cc1)C1CCS(=O)(=O)C1 (centres undefined),i,-8,i,i,i,i,i,i,i,i,i
CC(NC(=O)c1ccccc1SCC(=O)N1CCCC1)c1ccccc1 (centres undefined),i,-6,i,i,i,i,i,i,i,i,i
COc1ccc(Cc2nnc(SC)[nH]c2=O)cc1OC,i,-6,i,i,i,i,i,i,i,i,i
CCNc1nc(NCC)nc(ON=C(C)C)n1,i,-2,i,i,·,·,i,i,i,i,i
CCOc1ccc(/C=N/Nc2cc(=O)n(C)c(=O)n2C)cc1,i,-8,i,i,i,i,i,i,i,i,i
COc1ccc(NC(=O)CSc2nccn2Cc2ccc(F)cc2)c(OC)c1,i,-15,i,i,i,i,i,i,i,i,i
CCOc1ccc(CCNC(=O)c2ccccc2OCc2c(C)noc2C)cc1OCC,i,-9,i,i,i,i,i,i,i,i,i
CC1Cc2ccccc2N1C(=O)Cn1nnc(-c2ccccc2NC(=O)C2CCC2)n1 (centres undefined),i,-8,i,i,i,i,i,i,i,i,i
CCOC(=O)c1ccccc1NC(=O)COC(=O)CCC(=O)c1ccc(C)cc1,i,-16,i,i,i,i,i,i,i,i,i
O=C(NC1CCS(=O)(=O)C1)C1CCCC1 (centres undefined),i,-6,i,i,i,i,i,i,i,i,i
COc1ccccc1Cn1c(=S)[nH]c2cc(C(=O)NCCCN3CCOCC3)ccc2c1=O,i,-13,i,i,i,i,i,i,i,i,i
CC(=O)c1ccc(N2C(=O)NC3(CCCCC3)C2=O)cc1,i,-3,i,i,i,i,i,i,i,i,i
O=[N+]([O-])c1ccc(N/N=C/c2ccc[nH]2)cc1,·,·,·,·,i,i,·,i,27*,i,·
Cc1ccc(S(=O)(=O)N(CC(=O)NCC2CCCO2)C2CCCCC2)cc1 (centres undefined),i,-7,i,i,i,i,i,i,i,i,i
Cc1nc(OCc2ccccc2)c2ccccc2n1,i,-10,i,i,i,i,i,i,i,100*,i
Cc1nc(-c2ccccc2)sc1C(=O)/C=C/N(C)C,i,-13,i,i,i,i,i,i,i,i,i
Nc1nnc(COc2cccc(C(F)(F)F)c2)s1,i,0,i,i,i,i,i,i,i,i,i
Nc1ccc2c(c1)N=[N+]([O-])c1cc(N)ccc1C2,i,-9,i,i,i,i,i,i,i,i,i
CC(C(=O)Nc1sccc1C(N)=O)N1C(=O)C2CC=CCC2C1=O (centres undefined),i,-8,i,i,i,i,i,i,i,i,i
CCN1CCN(C(=O)c2nn(C)c3c2CS(=O)(=O)c2ccccc2-3)CC1,i,-8,i,i,i,i,i,i,i,i,i
O=C1c2ccc([N+](=O)[O-])cc2C(=O)N1c1c[nH]c(=O)[nH]c1=O,i,3,i,i,i,i,i,i,i,i,i
C/C(=N\NC(=O)C1CC1)c1ccc2c(c1)OCCO2,i,-2,i,i,i,i,i,i,i,i,i
CC(C)CN1CCN(Cc2nc3ccccc3s2)CC1CCO (centres undefined),i,-8,i,i,i,i,i,i,i,i,i
COc1ccc(OC)c(S(=O)(=O)Nc2ccc3oc4c(c3c2)C(=O)CCC4)c1,i,-18,i,i,i,i,i,i,i,i,i
COC(=O)CCC(=O)c1oc2ccc(Cl)cc2c1NC(=O)CCCN1C(=O)c2ccccc2C1=O,i,0,i,i,i,i,i,i,i,i,i
CCOc1ccc(C(C#N)N2CCOCC2)cc1OC (centres undefined),i,-7,i,i,i,i,i,i,i,i,i
COc1ccc(Nc2nc3ccccc3nc2-n2nc(C)cc2C)cc1,-7.2*,-8,i,i,i,i,i,i,i,i,i
Cc1nn(-c2ccccc2)c(C)c1NC(=O)COC(=O)/C=C/c1ccccc1,i,-12,i,i,i,i,i,i,i,i,i
S=c1[nH]nc(C2CCCCC2)n1/N=C/c1ccccc1,i,-4,i,i,i,i,i,i,i,i,i
COc1ccc(C(C)=O)cc1CSc1ncccn1,i,-2,i,i,i,i,i,i,i,i,i
C#CC(CC)(CC)NC(=O)c1nn(-c2ccccc2Cl)c(C)cc1=O,i,-10,i,i,i,i,i,i,i,i,i
COc1ccc(CCNC(=O)c2ccc3c(c2)N(Cc2ccccc2)CCS3)cc1OC,i,-27,i,i,i,i,i,i,i,i,i
CCOC(=O)CNC(=O)CSc1ncnc2c1cnn2-c1ccc(Cl)cc1,i,-6,i,i,i,i,i,i,i,i,i

# The results go on:
SMILES,KCNK9 block,hERG protect,KCNQ1 act,RGS4 pot,KCNK3 inh,ANO1 activ,KCNQ1 block,MrgX1 allo act,MrgX1 agonist,ANO1 block,RGS4 inh
Cc1nnc(NC(=O)c2ccc(C)c(S(=O)(=O)N3CCCCCC3)c2)s1,i,-9,i,i,i,i,i,i,i,i,i
CCCn1c(CCC(=O)O)nc2cc(S(=O)(=O)N(CC)CC)ccc21,i,-15,i,i,i,i,i,i,i,i,i
O=C(NCc1ccc(N2CCCC2=O)cc1)c1ccc(F)cc1,i,-12,i,i,i,i,i,i,i,i,i
O=C(O)c1cccnc1C(=O)N1CCc2c([nH]c3ccccc23)C1C(F)(F)F (centres undefined),i,-5,i,i,i,i,i,i,i,i,i
CCOc1ccc(C(=O)COC(=O)C2CCN(c3ccc(C(F)(F)F)cn3)CC2)cc1,i,-15,i,i,i,i,i,i,i,i,i
COc1ccc2cc(C(=O)N3CCOCC3)sc(=O)c2c1OC,i,-3,i,i,i,i,i,i,i,i,i
c1ccc(Cc2nc3ccccc3o2)cc1,i,-1,i,i,i,i,i,i,i,i,i
O=C(Cc1n[nH]c(=O)c2ccccc12)OCC(=O)c1ccc(F)cc1,i,-9,i,i,i,i,i,i,i,i,i
O=C(CSc1ccc(-c2ccc(Cl)cc2)nn1)N1CCCc2ccccc21,i,-15,i,i,i,i,i,i,i,i,i
COC(CNC(=O)c1cc(C)nn1-c1ccccc1)OC,i,-8,i,i,i,i,i,i,i,i,i
N#C/C(=C\c1ccc(O)cc1)C(=O)NCc1cccc(Cl)c1,i,-2,i,i,i,i,i,i,i,i,i
CCO[C@H]1OC(C(=O)NCc2ccccc2)=C[C@@H](c2ccc(Br)cc2)[C@@H]1CCCO,i,-12,i,i,i,i,i,i,i,i,i
CCOc1cc(C(c2c(C)[nH][nH]c2=O)c2c(C)[nH][nH]c2=O)ccc1OS(=O)(=O)c1ccccc1,i,-11,i,i,i,i,i,i,i,i,i
CCCCN(C)CCC(=O)Nc1ccc(C)cc1,i,-1,i,i,i,i,i,i,i,i,i
Cc1ccccc1NC(=O)Cc1nc(COC(=O)c2cc([N+](=O)[O-])ccc2N)cs1,i,-14,i,i,i,i,i,i,i,i,i
